High-throughput results from PubChem BioAssay.
HSP90 inh – HSP90 inhibitors, primary screen, cell lysate, luminescence | inhibition, % at 5.6 µM | Heat shock protein HSP 90 (rabbit reticulocyte lysate; luciferase refolding) | 0.91% of 290,000 active | Rabbit reticulocyte lysate, luciferase refolding luminescence, 3 h;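 active = inhibition above the screen-wide mean plus 3 SD, computed separately per campaign, cut at about 16% in these data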;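 also: 0% = DMSO wells and 100% = 60 µM geldanamycin wells; inhibitors lower the luminescence because luciferase stays unfolded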
IEC-6 tox – cytotoxicity in IEC-6 intestinal epithelial cells, primary screen, cytotoxicity control for KLF5 inhibitor project, cell-based, luminescence | IEC-6 cytotoxicity, luminescence viability | inhibition, % at 5 µM | 0.78% of 290,000 active | AID 1825, 2009; in the data active = inhibition above about 22%;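 also: 0% = plate median of test compound wells and 100% = cytotoxic reference compound wells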
KLF5 inh – KLF5 expression inhibitors, primary screen, DLD-1 cells, luminescence; DLD-1 KLF5 promoter-luciferase reporter; inhibition, % at 5 µM; 0.23% of 290,000 active; AID 1700, 2009;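 active = inhibition above a per-plate limit of that plate's mean compound inhibition plus 3 SD, cut at about 60% in these data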;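 also: 0% = DMSO wells and 100% = LY294002 at 200 µM; higher means less KLF5 promoter-driven luciferase light; inactives centre near -14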
GSK3A inh – blockers of GSK3A enzyme activity – biochemical, luminescence, cell-free homogeneous, HTS, primary screen. GSK-3 alpha kinase, ADP-Glo luminescence, 60 min. inhibition, % at 10 µM. 0.1% of 320,000 active;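 in the data active = inhibition above about 50%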;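 also: GST-tagged GSK-3 alpha with peptide substrate and 25 µM ATP; 0% = DMSO neutral wells and 100% = GW8510 positive control wells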
Target sequence (P49840 whole entry, looked up): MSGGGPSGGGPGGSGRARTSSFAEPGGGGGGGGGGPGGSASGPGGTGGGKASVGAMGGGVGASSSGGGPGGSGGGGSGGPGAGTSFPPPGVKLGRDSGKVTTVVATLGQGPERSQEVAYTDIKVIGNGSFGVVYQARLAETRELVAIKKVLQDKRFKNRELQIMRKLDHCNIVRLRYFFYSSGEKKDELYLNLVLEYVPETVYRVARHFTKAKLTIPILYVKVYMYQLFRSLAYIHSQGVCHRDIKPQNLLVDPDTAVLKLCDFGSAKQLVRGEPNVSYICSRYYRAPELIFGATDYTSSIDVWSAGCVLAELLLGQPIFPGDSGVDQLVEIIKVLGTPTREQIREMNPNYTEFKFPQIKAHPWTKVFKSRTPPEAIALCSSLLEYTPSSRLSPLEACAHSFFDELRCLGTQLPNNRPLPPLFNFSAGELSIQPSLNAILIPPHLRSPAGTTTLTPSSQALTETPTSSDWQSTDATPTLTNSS
HSF1 inh – HSF1 inhibitors in luciferase reporter cells, primary screen, cell-based, NIH3T3, luminescence | 0.77% of 300,000 active | NIH3T3-HGL HSE-luciferase, MG132-induced, luminescence 8 h; active compounds read low | activity change, negative = inhibition, % at 7.5 µM (by protocol);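 active = more than half of replicate wells show activity change below -50%, luminescence cut by over half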;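 also: luciferase reports HSF-1 transcriptional activity via heat shock element; 0% = median of DMSO wells and -100% = zero luminescence signal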
GSK3beta inhib – human GSK3beta kinase inhibitors, primary screen, biochemical, cell-free homogeneous, HTS. Glycogen synthase kinase-3 beta (Homo sapiens), P49841. GST-GSK3beta kinase, ADP-Glo luminescence, 60 min; active compounds read low. activity score (negative = inhibition), % at 10 µM. 0.038% of 300,000 active. AID 2097, 2009;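 active = more than half of replicate wells score below -50%, meaning over 50% inhibition versus plate controls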;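 also: 0% = median DMSO wells and -100% = median GW8510 positive control wells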
Target sequence (P49841 whole entry, looked up): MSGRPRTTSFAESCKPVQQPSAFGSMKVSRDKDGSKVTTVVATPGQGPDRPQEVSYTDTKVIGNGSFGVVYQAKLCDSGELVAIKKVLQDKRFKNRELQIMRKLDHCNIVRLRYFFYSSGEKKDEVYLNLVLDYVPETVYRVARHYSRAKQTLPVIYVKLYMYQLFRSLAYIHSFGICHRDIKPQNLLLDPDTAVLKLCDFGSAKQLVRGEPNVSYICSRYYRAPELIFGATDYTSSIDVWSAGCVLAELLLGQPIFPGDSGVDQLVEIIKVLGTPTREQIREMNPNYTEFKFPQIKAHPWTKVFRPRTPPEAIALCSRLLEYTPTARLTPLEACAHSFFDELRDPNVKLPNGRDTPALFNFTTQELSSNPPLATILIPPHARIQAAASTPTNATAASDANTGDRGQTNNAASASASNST
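test system = GST-tagged human GSK3beta kinase, cell-free | reagent = 25 µM ATP with peptide substrate | dosing = one dose of 10 µM per compound | schedule = 60 min reaction, RT | detection = luminescent ADP-Glo measurement of ADP formed | control set = DMSO neutral wells and GW8510 at 20 µM as positive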
HIF act – HIF pathway transcriptional activators, primary screen, cell-based, U2OS HRE-luciferase, luminescence; U2OS HRE-luciferase reporter; normalized: DMSO 0%, desferrioxamine 100%; activation, % at 7.5 µM (by protocol); 0.32% of 300,000 active;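 active = mean activation of at least 10% of the iron chelator positive control signal, with at least half of replicates also reaching 10%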
AI-2 QS modul – Vibrio harveyi AI-2 quorum sensing modulators, primary screen, JMH597 strain, luminescence/OD600 ratio; 0.4% of 300,000 active; Vibrio harveyi JMH597 AI-2 luminescence/OD600 ratio, 9 h; active compounds read low; strain lacks LuxN and CqsS sensors; 0 = neutral-control median; activity change, % at 7.5 µM; AID 2094, 2009; in the data active = activity change below about -75%, passing the limit was not always enough;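 also: luminescence divided by OD600 gain over 9 h not by final OD600 alone; inactives centre near 13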
aSyn 5UTR inh – MLPCN primary screen, SNCA 5' untranslated region; 0.82% of 300,000 active; inhibition, % (tested at 7.5 µM); alpha-synuclein 5'UTR reporter, inhibitor activity; AID 1813, 2009; in the data active = inhibition above about 60%;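 also: H4 neuroglioblastoma cells stably carrying SNCA 5'UTR luciferase fusion; 0% = DMSO wells and 100% = positive control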
HSF-1 act – HSF-1 activators, primary screen, NIH3T3-HGL cells, MG132 stress, luminescence, single point; NIH3T3-HGL HSF-1 luciferase reporter, 8 h; 100% = twice DMSO control signal; activation, % at 9 µM; 1.7% of 300,000 active; AID 504408, 2011;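 active = mean replicate activation of at least 50% with a set share of replicates each reaching 50%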;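 also: 0% = median of the neutral control wells and 100% = twice that signal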
An asterisk follows results filed as active; / = no result given.

SMILES	HSP90 inh	IEC-6 tox	KLF5 inh	GSK3A inh	HSF1 inh	GSK3beta inhib	HIF act	AI-2 QS modul	aSyn 5UTR inh	HSF-1 act
CCOc1ncccc1C(=O)NC(C)CCc1ccccc1 (centres undefined)	-1	2	-21	-1	-5	-1	-0.7	13	46	-5
CCOc1ccc(/C=N/NC(=O)c2nnn(-c3nonc3N)c2CN2CCC(C)CC2)cc1	6	0	-4	2	-2	0	0.1	30	-8	4
O=C(CCSCc1ccc(Cl)cc1)NCc1cccs1	1	6	3	-6	-1	2	-0.1	14	2	-11
CC(=O)c1ccc(NC(=O)Cn2c3ccccc3c3nc(=O)cc(C)n32)cc1	-2	-8	-25	1	-4	3	-0.2	12	-14	9
COC(=O)c1ccc(COc2ccc3c4c(c(=O)oc3c2)CCC4)o1	13	-2	13	-2	4	-2	1.9	21	8	15
O=[N+]([O-])c1ccc(N2CCN(c3ccc(Cl)nn3)CC2)cc1NC1CC1	3	-1	-13	-1	4	0	-0.3	16	22	15
CCC(=O)N(Cc1ccc(C)cc1)Cc1cc2cc3c(cc2[nH]c1=O)OCO3	0	1	-16	3	5	-3	-0.1	26	35	4
CCN(CC)Cc1c(O)ccc2c(=O)c(-c3ccc(Cl)cc3)coc12	-4	0	-23	6	1	1	0.4	2	-21	13
O=S(=O)(c1ccccc1)C1(S(=O)(=O)c2ccccc2)CCCC1	3	2	-2	-2	1	1	0.5	19	22	9
COc1ccccc1Oc1ccccc1C(=O)O	4	9	-4	/	-5	-1	0.0	25	11	2
COc1ccc(C2=NN(C(=O)CSc3nc4ncc(Cl)cc4[nH]3)C(c3ccco3)C2)cc1 (centres undefined)	1	-6	0	3	3	2	0.0	11	3	0
O=C(NCCF)C1Nc2ccc(OC(F)(F)F)cc2C2C=CCC12 (centres undefined)	/	/	/	-1	1	2	-1.0	14	24	11
Cc1c(CC(=O)NCCCCCC(=O)O)c(=O)oc2c(C)c3oc4c(c3cc12)CCCC4	1	-5	-14	-2	-6	-3	0.4	5	0	-2
COc1ccc(N(CC(=O)NCCSc2ccccn2)S(=O)(=O)c2ccc(C)cc2)cc1OC	5	3	14	0	0	-1	-0.4	19	4	3
COc1ccc(CCN(C)C(=O)c2ccc(S(=O)(=O)Nc3ccccc3C)cc2)cc1OC	0	-5	-14	-2	1	-26	0.0	-3	3	15
O=C(NC1CCCC1)C(=O)N(Cc1cccnc1)C(C(=O)NCC1CCCO1)c1ccco1 (centres undefined)	3	6	-21	-3	-2	3	-0.3	9	-3	1
COc1ccc(C2CC(c3cccs3)=NN2S(=O)(=O)c2ccc(C)cc2)cc1 (centres undefined)	1	1	-22	-1	2	2	-27	25	5	16
COCCn1nnnc1C(c1ccc2ncccc2c1)N1CCN(c2ccccc2F)CC1 (centres undefined)	3	0	4	-1	13	-2	-0.4	23	16	47
O=C(CCN1C(=O)c2ccccc2C1=O)C1=NN[C@@H]2C(=O)N(c3ccc4c(c3)OCO4)C(=O)[C@H]12	1	-2	9	-4	-5	1	0.0	22	-9	22
COC(=O)c1sc(NC(=O)CSc2nnc(C(C)C)n2C)nc1C	3	3	-35	24	-6	1	0.7	36	-7	-2
CCOC(=O)N1CCC(NC(=O)CNS(=O)(=O)c2ccc(Br)s2)CC1	1	0	-5	0	-5	2	0.0	15	3	-2
COc1cc(/C=C/C(=O)Nc2nnc(CC(C)(C)C)s2)cc(OC)c1OC	3	1	10	0	1	3	0.3	5	5	6
CCN(CC(=O)Nc1ccc(S(=O)(=O)N2CCCCC2)cc1)Cc1ccccc1	/	/	/	2	0	0	0.0	25	7	17
COc1ccc(C/C(=N\OC(C)=O)c2ccc(OC)cc2)cc1	-1	1	-102	0	1	-1	-10.0	0	-19	21
CCCCc1[nH]nc2c1C1(C(=O)N(CC)c3ccccc31)C(C#N)=C(N)O2 (centres undefined)	-1	0	-14	-1	-5	3	-0.2	6	20	5
COc1cc(CNn2c(C)n[nH]c2=S)cc(Cl)c1OCc1ccc(F)cc1	3	2	-23	3	1	3	-0.7	20	33	16
COc1ccc(C(=O)Nc2ccccc2C(=O)N/N=C/c2ccccn2)cc1OC	4	1	-17	4	-6	-6	19*	0	31	1
Cc1ccc(S(=O)(=O)N2CCCCCC2)cc1C(=O)Nc1cccnc1	-2	2	-16	-2	6	0	0.1	2	3	14
CCn1c(/C=C/c2ccc([N+](=O)[O-])o2)nc2ccccc2c1=O	-6	-2	2	-2	0	1	-1.8	13	-353	15
O=C(COC(=O)CSCC(=O)N1CCCCC1)Nc1ccc(Cl)cc1	-5	1	-9	0	1	1	-0.3	19	1	18
CCC(C)NC(=O)CSc1nc2ccccc2c(=O)n1CCCC(=O)NCC1CCCO1 (centres undefined)	-2	-10	-12	-2	-6	0	1.1	30	-3	3
COc1ccc(/C=C/C(=O)NC(=S)Nc2ccccc2)cc1OC	7	-1	-18	-1	1	2	-16	12	8	13
Cc1c(-c2ccccc2)oc2c(C(=O)OCC(=O)Nc3ccc(F)cc3)cccc2c1=O	-3	3	-8	1	-7	-7	0.8	17	-5	-8
COc1ccc(C2CC23N=C(c2ccccc2)OC3=O)cc1 (centres undefined)	-5	4	24	-4	-48	1	0.0	-4	-2	-62
O=C(Nc1ccc(S(=O)(=O)N2CCCCC2)cc1)c1ccncc1	3	10	-19	-1	-5	-6	-0.5	12	1	-2
CCOC(=O)C1CCCCN1C(=O)CCc1c(C)nc2cc(-c3ccccc3)nn2c1C (centres undefined)	3	-3	-13	-1	-18	1	-2.2	25	76*	-17
CC[C@@H]1CC=C[C@H]2[C@H]1C(=O)N(Cc1ccccc1)[C@H]2c1ccc(OC)c(Cl)c1	/	/	/	/	8	-1	-0.6	-2	21	-4
CNc1ccc(/C=C2\COc3ccccc3C2=O)cc1[N+](=O)[O-]	1	-7	-27	-2	30	2	0.8	18	-118	39
CCOc1ccc(S(=O)(=O)Nc2ccc(C(=O)NCC(c3ccccc3)N(C)C)cc2)cc1 (centres undefined)	1	-1	1	0	6	5	-0.1	8	-8	9
CC(=O)c1c(C)[nH]c(C(=O)N2CCN(c3ccc(F)cc3)CC2)c1C	-3	-3	-20	3	-7	/	0.0	/	19	-1
CC1CN(C(=O)c2cc3cc(Br)ccc3[nH]2)CC(C)O1 (centres undefined)	1	-3	5	2	4	-4	-1.1	16	28	14
O=C(O)c1ccc2c(c1)NC(=O)C(N1CCCC1)S2 (centres undefined)	0	4	-7	-1	-9	-4	0.4	15	11	-14
Cc1ccccc1CSCC(=O)N/N=C/c1cccs1	-2	-2	-16	1	0	1	-0.4	16	-10	-3
COc1ccc(CNCCC2(O)CC(C)N(C)CC2C)cc1OC (centres undefined)	-1	0	-29	-1	-6	/	0.2	/	-4	-15

An excerpt from above in order of heavy-atom count, largest number first:
SMILES	HSP90 inh	IEC-6 tox	KLF5 inh	GSK3A inh	HSF1 inh	GSK3beta inhib	HIF act	AI-2 QS modul	aSyn 5UTR inh	HSF-1 act
COc1ccc(N(CC(=O)NCCSc2ccccn2)S(=O)(=O)c2ccc(C)cc2)cc1OC	5	3	14	0	0	-1	-0.4	19	4	3
CCOc1ccc(/C=N/NC(=O)c2nnn(-c3nonc3N)c2CN2CCC(C)CC2)cc1	6	0	-4	2	-2	0	0.1	30	-8	4
COc1ccc(C2=NN(C(=O)CSc3nc4ncc(Cl)cc4[nH]3)C(c3ccco3)C2)cc1 (centres undefined)	1	-6	0	3	3	2	0.0	11	3	0
CCN(CC(=O)Nc1ccc(S(=O)(=O)N2CCCCC2)cc1)Cc1ccccc1	/	/	/	2	0	0	0.0	25	7	17
CC[C@@H]1CC=C[C@H]2[C@H]1C(=O)N(Cc1ccccc1)[C@H]2c1ccc(OC)c(Cl)c1	/	/	/	/	8	-1	-0.6	-2	21	-4
O=[N+]([O-])c1ccc(N2CCN(c3ccc(Cl)nn3)CC2)cc1NC1CC1	3	-1	-13	-1	4	0	-0.3	16	22	15
O=C(COC(=O)CSCC(=O)N1CCCCC1)Nc1ccc(Cl)cc1	-5	1	-9	0	1	1	-0.3	19	1	18
COc1ccc(/C=C/C(=O)NC(=S)Nc2ccccc2)cc1OC	7	-1	-18	-1	1	2	-16	12	8	13
CCn1c(/C=C/c2ccc([N+](=O)[O-])o2)nc2ccccc2c1=O	-6	-2	2	-2	0	1	-1.8	13	-353	15
CCOc1ncccc1C(=O)NC(C)CCc1ccccc1 (centres undefined)	-1	2	-21	-1	-5	-1	-0.7	13	46	-5
O=C(CCSCc1ccc(Cl)cc1)NCc1cccs1	1	6	3	-6	-1	2	-0.1	14	2	-11
O=C(O)c1ccc2c(c1)NC(=O)C(N1CCCC1)S2 (centres undefined)	0	4	-7	-1	-9	-4	0.4	15	11	-14
